RECQ1 helicase: qHTS Assay for Inhibitors of RecQ-Like Dna Helicase 1 (RECQ1); ATP-dependent DNA helicase Q1 (Homo sapiens), P46063; RECQ1 DNA unwinding, red fluorescence kinetic read; Potency, µM (top dose mostly 57.3 µM), for the others: at the highest dose activity, negative = inhibition, actives largely listed as inhibitors; hit rate 0.54% among 240,000; AID 2549, 2010; active means well fitted inhibition curve with a large enough effect; inconclusive means small, poorly fitted or top-dose-only effect;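 further: plate controls were vehicle for no effect and no enzyme for full effect; nearly all actives have a fitted effect of over 30% in size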
Target sequence (P46063 whole entry, looked up): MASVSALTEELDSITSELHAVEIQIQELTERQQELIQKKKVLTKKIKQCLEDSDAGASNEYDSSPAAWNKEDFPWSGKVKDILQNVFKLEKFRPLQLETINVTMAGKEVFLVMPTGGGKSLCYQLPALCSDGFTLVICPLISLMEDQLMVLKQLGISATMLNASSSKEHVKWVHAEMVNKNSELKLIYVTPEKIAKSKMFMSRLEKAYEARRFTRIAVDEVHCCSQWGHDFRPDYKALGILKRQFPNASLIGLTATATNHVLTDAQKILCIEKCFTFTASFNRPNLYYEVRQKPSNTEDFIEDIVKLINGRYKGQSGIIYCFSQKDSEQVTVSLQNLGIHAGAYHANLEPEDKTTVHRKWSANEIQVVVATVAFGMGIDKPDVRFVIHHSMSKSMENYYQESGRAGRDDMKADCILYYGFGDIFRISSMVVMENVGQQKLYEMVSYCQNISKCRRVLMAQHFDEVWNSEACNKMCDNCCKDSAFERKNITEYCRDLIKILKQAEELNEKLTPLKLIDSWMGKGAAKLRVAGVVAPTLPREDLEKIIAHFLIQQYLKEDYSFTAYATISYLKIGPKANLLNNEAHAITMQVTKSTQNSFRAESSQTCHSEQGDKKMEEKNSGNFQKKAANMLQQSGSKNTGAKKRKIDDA
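50 nM RECQ1T1 preincubated 15 min with compound in Tris pH 8.0 buffer with MgCl2, DTT, Tween-20 and 2.5 ug/ml poly(dI-dC); started with 200 nM TAMRA/BHQ-2 forked duplex and 2 mM ATP. Unwinding read as fluorescence (525/598 nm), two reads 2 h apart.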
The depositor's hits bear a star; i = inactive; ? = inconclusive. Potency means the concentration at half of the fitted maximal effect. Only part of the results is shown (hit frequency here may not be typical).

SMILES	RECQ1 helicase
O=C(Nc1cc(Cl)cc2c1[nH]c1cnccc12)c1cccnc1	-19.9%
O=C(O)c1ccccc1Cc1ccccc1	-1.3%
CC(NC(=O)Cc1cc(F)cc(F)c1)C(=O)NC(C(=O)OC(C)(C)C)c1ccccc1 (stereo not drawn)	-5.9%
C=CC(=O)c1ccc(CCCCCC)cc1	-17.3%
CC[C@H](C)[C@H](N)C(=O)N[C@@H](CCCNC(=N)N)C(=O)N[C@@H](CCC(N)=O)C(=O)NCC(=O)N1CCC[C@H]1C(=O)N[C@@H](CCCCN)C(=O)N[C@@H](CCC(=O)O)C(=O)N1CCC[C@H]1C(=O)N[C@@H](Cc1ccccc1)C(=O)N[C@@H](CCCNC(=N)N)C(=O)N[C@@H](CC(=O)O)C(=O)N[C@@H](Cc1ccc(O)cc1)C(=O)N[C@H](C(=O)N[C@@H](CC(=O)O)C(=O)N[C@@H](CCCNC(=N)N)C(=O)N[C@@H](Cc1ccccc1)C(=O)N[C@@H](Cc1ccc(O)cc1)C(=O)N[C@@H](CCCCN)C(=O)N[C@H](C(=O)N[C@@H](CC(C)C)C(=O)O)[C@@H](C)O)C(C)C	-7.2%
O=C(NCC1CC1)C1(C(F)(F)F)C/C(=C\CCO)CCCO1 (stereo not drawn)	-0.8%
CCC(C)C(NC(=O)OC(C)(C)C)C(=O)NC1COC2CC(n3ccc(NC(C)=O)nc3=O)OC12 (stereo not drawn)	i
CC[C@H](C)[C@H](NC(=O)[C@@H]1CCCN1C(=O)[C@H](Cc1cnc[nH]1)NC(=O)[C@H](CCCCNC(=O)[C@H](CCCN=C(N)N)NC(=O)OCc1ccccc1)NC(=O)[C@H](Cc1ccc(O)cc1)NC(=O)c1cccnc1)C(=O)O	-10.7%
O=C1/C(=C\c2ccc(O)c(O)c2)Oc2c1ccc(O[C@@H]1O[C@H](CO)[C@@H](O)[C@H](O)[C@H]1O)c2O	-10.5%
O[C@@H]1CO[C@H]2C1OC[C@@H]2O (stereo partly drawn)	-9.8%
CCCC[C@H](NC(C)=O)C(=O)N[C@@H](CCC(=O)O)C(=O)N[C@@H](Cc1cnc[nH]1)C(=O)N[C@H](Cc1ccccc1)C(=O)N[C@@H](CCCN=C(N)N)C(=O)N[C@H](Cc1c[nH]c2ccccc12)C(=O)NCC(N)=O	12.2%
COc1cccc(CN2CC34CCC(CC3S2(=O)=O)O4)c1 (stereo not drawn)	-1.8%
C[C@@H](C(=O)Nc1ccc2ccccc2c1)[C@H]1C[C@]1(C)[C@H](N)c1ccccc1	-0.2%
CC[C@H](C)[C@H](NC(=O)[C@H](Cc1ccc(O)cc1)NC(=O)[C@@H]1CCCN1C(=O)[C@@H](NC(=O)[C@@H](N)CCCCN)[C@@H](C)CC)C(=O)N[C@@H](CC(C)C)C(=O)O	?
CC[C@H](C)[C@H](NC(=O)[C@H](CCC(=O)O)NC(=O)CNC(=O)[C@H](CCCCN)NC(=O)[C@H](CCC(=O)O)NC(=O)[C@H](CCSC)NC(=O)[C@H](CCSC)NC(=O)[C@H](CCSC)NC(=O)[C@H](CCC(=O)O)NC(=O)CNC(=O)[C@H](CO)NC(=O)[C@H](CO)NC(=O)[C@H](CO)NC(=O)[C@@H](N)CC(N)=O)C(=O)N[C@@H](CCCCN)C(=O)O	-1.3%
COC(=O)C1=C[C@@H](C(=O)OC)[C@@H]2C3=C(C(=O)C2(C)C)[C@H](C)n2c(=O)n(-c4ccccc4)c(=O)n2[C@@H]3C1	-1.8%
CCCCC(=O)N1C/C=C\C(c2ccc(OC)cc2)N(Cc2ccc(F)cc2)C(=O)C1Cc1ccccc1 (stereo not drawn)	-8.1%
CCN(CC)c1ccc(C(=C2C=CC(=[N+](CC)Cc3cccc(S(=O)(=O)[O-])c3)C=C2)c2ccc(N(CC)Cc3cccc(S(=O)(=O)O)c3)cc2)cc1	3.98µM*
CC(C)C[C@H](NC(=O)[C@H](Cc1ccccc1)C[C@@H](O)[C@H](Cc1ccccc1)NC(=O)OC(C)(C)C)C(=O)N[C@@H](Cc1ccccc1)C(N)=O	-8.4%
Nc1ccccc1NC(=O)c1ccc(CNC(=O)OCc2cccnc2)cc1	-12.8%
Clc1ccc(N2CCN(Cc3cc4ccccn4n3)CC2)cc1	0.2%
NCCCC[C@H](NC(=O)[C@H](CS)NC(=O)[C@@H](N)Cc1cnc[nH]1)C(=O)N[C@@H](Cc1ccccc1)C(=O)N[C@@H](Cc1c[nH]c2ccccc12)C(=O)N[C@@H](Cc1c[nH]c2ccccc12)C(=O)O	13.4%
COc1ccc(CNC(=O)NS(=O)(=O)c2ccc(C)cc2)cc1	-10.8%
CC[C@H](C)[C@H](NC(=O)[C@H](Cc1ccc(O)cc1)NC(=O)CNC(=O)[C@@H]1CCCN1C(=O)[C@H](CC(=O)O)NC(=O)[C@@H](N)CS)C(=O)NCC(=O)N[C@@H](CO)C(=O)N[C@@H](CCCN=C(N)N)C(N)=O	-6.3%
COC(=O)C1=C(C)N(CCCCCC(=O)O)C(=O)NC1c1ccccc1 (stereo not drawn)	i
(more compounds)
SMILES	RECQ1 helicase
CC[C@H](C)[C@H](NC(=O)[C@H](CC(=O)O)NC(=O)[C@H](CC(C)C)NC(=O)[C@H](NC(C)=O)C(c1ccccc1)c1ccccc1)C(=O)N[C@H](C(=O)N[C@@H](Cc1c[nH]c2ccccc12)C(=O)O)[C@@H](C)CC	-10.9%
C=C1C=CS(=O)(=O)N(C(CC(C)C)C(=O)OC)C1 (stereo not drawn)	-2.5%
COc1ccc(C2CC(O)(c3ccccc3)Oc3c(C)ccc(C(C)C)c32)cc1 (stereo not drawn)	1.5%
COc1cc(OC)cc(C2=Nn3c(nnc3-c3ccccc3OC)SC2)c1	-21.8%
CCN(CC)CCC(c1ccc(N(C)C)cc1)c1c(OC)cc(OC)c2c1OC(=O)CC2c1ccc(N(C)C)cc1 (stereo not drawn)	2.0%
O=C(Nc1cc(C(=O)Nc2ccc(S(=O)(=O)O)cc2)cc(C(=O)Nc2ccc(S(=O)(=O)O)cc2)c1)Nc1cc(C(=O)Nc2ccc(S(=O)(=O)O)cc2)cc(C(=O)Nc2ccc(S(=O)(=O)O)cc2)c1	9.5%
COc1cc(OC)c(NC(=O)Nc2cc(C)on2)cc1Cl	10.0%
COC(=O)CN1C(=O)[C@@H]2[C@H](C1=O)[C@@H]1CC(C(=O)OC)=C[C@@H](C(=O)OC)C3C1=C(C(=O)[C@]3(C)NC(=O)c1ccccc1)[C@@H]2C (stereo partly drawn)	i
NC(=O)[C@H]1CCCN1C(=O)[C@H](Cc1cnc[nH]1)NC(=O)[C@@H]1CCC(=O)N1	-15.9%
CS(=O)(=O)c1ccc(CNC(=O)C2(C(F)(F)F)C/C(=C/CCO)CCCO2)cc1 (stereo not drawn)	-0.7%
Cc1cc(CNC(=O)C2(C(F)(F)F)C/C(=C\Cc3ccccc3)CCCO2)nn1C (stereo not drawn)	1.6%
O=C(/C=C/C#Cc1cccc(NS(=O)(=O)c2ccccc2)c1)NO	-13.0%
CN(CCCN1c2ccccc2CCc2ccccc21)CC(=O)c1ccc(Cl)cc1	-2.8%
CCCC[C@@H](C)/C=C(C)/C=C(\C)C(=O)NC1=C[C@@](O)(/C=C/C=C/C=C/C(=O)NC2=C(O)CCC2=O)[C@@H]2O[C@@H]2C1=O	?
O=S1(=O)C2CC3C=CC2(O3)C(O)C(Cc2ccccc2)N1Cc1cccc(C(F)(F)F)c1 (stereo not drawn)	-13.7%
CCCC/C=C/[C@H](C)[C@@](C)(COC(=O)c1ccc(Br)cc1)Cc1ccccc1	i
CCCCCCCCOc1c(OC)cc(/C=C/C(=O)N2CCN(c3ccc(C)c(C)c3)CC2)cc1OC	-7.4%
CC(=O)N[C@@H](CC(C)C)C(=O)N[C@@H](CCCNC(=N)N)C(=O)N[C@@H](Cc1cnc[nH]1)C(=O)N[C@@H](Cc1ccc(O)cc1)C(=O)N[C@@H](CC(C)C)C(=O)N[C@@H](CC(N)=O)C(=O)N[C@@H](CC(C)C)C(=O)N[C@@H](CC(C)C)C(=O)N[C@H](C(=O)N[C@@H](CCCNC(=N)N)C(=O)N[C@@H](CCC(N)=O)C(=O)N[C@@H](CCCNC(=N)N)C(=O)N[C@@H](Cc1ccc(O)cc1)C(N)=O)[C@@H](C)O	-0.1%
COc1ccc2[nH]c3c(C)c4cc[n+](C)cc4c(C)c3c2c1	?
CCOP(=O)(OCC)C(=Cc1cc(C(C)(C)C)c(O)c(C(C)(C)C)c1)P(=O)(OCC)OCC	-12.1%
OC[C@@H]1OC(O)[C@@H](O)[C@H](O)[C@@H]1O (stereo partly drawn)	-5.6%
COC(=O)C1=C[C@@H](C(=O)OC)C2C3=C(C(=O)[C@@]2(C)NC(=O)c2ccccc2)[C@H](c2ccccc2)n2c(=O)n(-c4ccccc4)c(=O)n2[C@@H]3C1 (stereo partly drawn)	i
c1cc(CN2CCCNCCNCCCNCC2)ccc1CN1CCCNCCNCCCNCC1	14.3%
CC(C)ON(CC(=O)NO)S(=O)(=O)c1ccc(-c2ccccc2)cc1	-5.8%
CCC(C)CC(C)CC(C)C(=O)/C=C(/O)C(C)CC(C)C/C=C/C(C)C(O)C(C)C(O)CC1CCC(C)(C)O1 (stereo not drawn)	-5.4%

Molecules shown so far that have two or more sulfur atoms (three):
SMILES	RECQ1 helicase
CC[C@H](C)[C@H](NC(=O)[C@H](CCC(=O)O)NC(=O)CNC(=O)[C@H](CCCCN)NC(=O)[C@H](CCC(=O)O)NC(=O)[C@H](CCSC)NC(=O)[C@H](CCSC)NC(=O)[C@H](CCSC)NC(=O)[C@H](CCC(=O)O)NC(=O)CNC(=O)[C@H](CO)NC(=O)[C@H](CO)NC(=O)[C@H](CO)NC(=O)[C@@H](N)CC(N)=O)C(=O)N[C@@H](CCCCN)C(=O)O	-1.3%
CCN(CC)c1ccc(C(=C2C=CC(=[N+](CC)Cc3cccc(S(=O)(=O)[O-])c3)C=C2)c2ccc(N(CC)Cc3cccc(S(=O)(=O)O)c3)cc2)cc1	3.98µM*
O=C(Nc1cc(C(=O)Nc2ccc(S(=O)(=O)O)cc2)cc(C(=O)Nc2ccc(S(=O)(=O)O)cc2)c1)Nc1cc(C(=O)Nc2ccc(S(=O)(=O)O)cc2)cc(C(=O)Nc2ccc(S(=O)(=O)O)cc2)c1	9.5%

(next part)
SMILES	RECQ1 helicase
O=C(O)c1ccc(CCN2CCN(CC=Cc3ccc(Cl)cc3)CC2)cc1	11.0%
O=C(O)c1cccc(/C=C2/C[C@@H]3[C@@H](/C=C/[C@@H](O)C4CCCCC4)[C@H](O)C[C@@H]3O2)c1	-5.8%
C=C1C(=O)OC(CCCCCCCC)C1C(=O)O (stereo not drawn)	-7.4%
C=C1CN(C(C(=O)OC)C(C)C)S(=O)(=O)c2ccc(F)cc21 (stereo not drawn)	8.3%
CC(=O)c1ccc(-c2c(C3C4C=CCC(C)C4C(=O)N3Cc3ccccc3)ccc3ccccc23)cc1 (stereo not drawn)	0.2%
O=C1OC(OC(=O)c2cccnc2Nc2cccc(C(F)(F)F)c2)c2ccccc21 (stereo not drawn)	-10.8%
C/C=C(\C=C\[C@@H](C)C/C=C/CC/C=C/C=C\C[C@@H](OC)/C(C)=C\C=C(C)C)CC(=O)O	i
COc1ccc([C@@H]2CC(=O)c3c(O)cc(O[C@@H]4O[C@H](CO[C@@H]5O[C@@H](C)[C@H](O)[C@@H](O)[C@H]5O)[C@@H](O)[C@H](O)[C@H]4O)cc3O2)cc1	-7.2%
COc1cc(NS(=O)(=O)c2ccc3ccccc3c2)c2ncccc2c1	-2.9%
O=S(=O)(Nc1cc(O)cc2cccnc12)c1ccc(Br)s1	i
COCCNC(=O)C1(C(F)(F)F)CC(CCCO)CCCO1 (stereo not drawn)	i
C[C@H]1C(=O)N(S(=O)(=O)c2ccccc2[N+](=O)[O-])[C@H]1c1ccc(-c2ccccc2)cc1	i
CCCCN1CCC[C@H]1CNC(=O)c1cc(C#N)c2ccccc2c1OC	-1.9%
O=S(=O)(Nc1cc(O)cc2cccnc12)c1ccc(Cl)s1	-7.8%
CC[C@H](C)[C@H](NC(=O)[C@H](Cc1ccc(O)cc1)NC(=O)[C@H](Cc1cnc[nH]1)NC(=O)[C@H](CCCNC(=N)N)NC(=O)[C@H](CC(C)C)NC(=O)[C@H](C)NC(=O)[C@H](CO)NC(=O)[C@H](Cc1ccc(O)cc1)NC(=O)[C@H](Cc1ccc(O)cc1)NC(=O)[C@H](CCCNC(=N)N)NC(=O)[C@H](C)NC(=O)[C@H](CC(C)C)NC(=O)[C@H](CC(=O)O)NC(=O)[C@H](CCC(=O)O)NC(=O)[C@H](C)NC(=O)[C@@H]1CCCN1C(=O)[C@H](C)NC(=O)[C@H](CC(=O)O)NC(=O)[C@H](CCC(=O)O)NC(=O)CNC(=O)[C@@H]1CCCN1C(=O)[C@H](CC(N)=O)NC(=O)[C@H](CC(=O)O)NC(=O)[C@@H]1CCCN1C(=O)[C@H](CCCCN)NC(=O)[C@H](CO)NC(=O)[C@@H]1CCCN1C(=O)[C@@H](N)Cc1ccc(O)cc1)C(=O)N[C@@H](CC(N)=O)C(=O)N[C@@H](CC(C)C)C(=O)N[C@@H](CC(C)C)C(=O)N[C@H](C(=O)N[C@@H](CCCNC(=N)N)C(=O)N1CCC[C@H]1C(=O)N[C@@H](CCCNC(=N)N)C(=O)N[C@@H](Cc1ccc(O)cc1)C(N)=O)[C@@H](C)O	-16.9%

Some of these compounds in order of their number in RECQ1 helicase, rising.
compound,RECQ1 helicase
O=C(NCC1CC1)C1(C(F)(F)F)C/C(=C\CCO)CCCO1 (stereo not drawn),-0.8%
Clc1ccc(N2CCN(Cc3cc4ccccn4n3)CC2)cc1,0.2%
Cc1cc(CNC(=O)C2(C(F)(F)F)C/C(=C\Cc3ccccc3)CCCO2)nn1C (stereo not drawn),1.6%
